# Screening data from PubChem BioAssay.
# FadD28 FP inh: M. tuberculosis FadD28 bisubstrate binding inhibition | FadD28 bisubstrate probe binding, fluorescence polarization | inhibition, % at 12.5 µM | 360,000 compounds, 0.22% hits | AID 588549; in the data active = inhibition above about 8.5%, passing the limit was not always enough; inconclusive = no clear call, values can overlap the other calls
# Y pestis TopoI: inhibitors of Yersinia pestis topoisomerase I; Y. pestis Topo-I cleavage product accumulation, plate reader; activity, % at 10 µM; 360,000 compounds, 0.064% hits; AID 504884; in the data active = activity above about 50%, passing the limit was not always enough; inconclusive = no clear call, values can overlap the other calls; note: inactives centre near 2
# BoNT F protease: blocks Botulinum neurotoxin F light chain protease | inhibition, % at 10 µM | AID 588497 | Multiplex microsphere protease cleavage assay, flow cytometry | 360,000 compounds, 0.22% hits; in the data active = inhibition above about 35%, passing the limit was not always enough; inconclusive = no clear call, values can overlap the other calls; note: plate controls were buffer without enzyme for full effect and enzyme alone for no effect
# CCHF vOTU inh: blocks the CCHF virus ovarian tumor domain protease; CCHFV vOTU protease, Pep-AMC fluorescence; inhibition, % at 11.5 µM; 370,000 compounds, 0.55% hits; AID 651958; in the data active = inhibition above about 30%; note: 0% = vehicle wells with enzyme and 100% = no enzyme wells
# Anthrax LF inh2: inhibitors of Bacillus anthracis lethal factor protease | P15917 | multiplex microsphere protease cleavage assay, LF | inhibition, % at 10 µM | 360,000 compounds, 0.12% hits; note: plate controls were buffer without enzyme for full effect and enzyme alone for no effect
# Target sequence (P15917 whole entry, looked up): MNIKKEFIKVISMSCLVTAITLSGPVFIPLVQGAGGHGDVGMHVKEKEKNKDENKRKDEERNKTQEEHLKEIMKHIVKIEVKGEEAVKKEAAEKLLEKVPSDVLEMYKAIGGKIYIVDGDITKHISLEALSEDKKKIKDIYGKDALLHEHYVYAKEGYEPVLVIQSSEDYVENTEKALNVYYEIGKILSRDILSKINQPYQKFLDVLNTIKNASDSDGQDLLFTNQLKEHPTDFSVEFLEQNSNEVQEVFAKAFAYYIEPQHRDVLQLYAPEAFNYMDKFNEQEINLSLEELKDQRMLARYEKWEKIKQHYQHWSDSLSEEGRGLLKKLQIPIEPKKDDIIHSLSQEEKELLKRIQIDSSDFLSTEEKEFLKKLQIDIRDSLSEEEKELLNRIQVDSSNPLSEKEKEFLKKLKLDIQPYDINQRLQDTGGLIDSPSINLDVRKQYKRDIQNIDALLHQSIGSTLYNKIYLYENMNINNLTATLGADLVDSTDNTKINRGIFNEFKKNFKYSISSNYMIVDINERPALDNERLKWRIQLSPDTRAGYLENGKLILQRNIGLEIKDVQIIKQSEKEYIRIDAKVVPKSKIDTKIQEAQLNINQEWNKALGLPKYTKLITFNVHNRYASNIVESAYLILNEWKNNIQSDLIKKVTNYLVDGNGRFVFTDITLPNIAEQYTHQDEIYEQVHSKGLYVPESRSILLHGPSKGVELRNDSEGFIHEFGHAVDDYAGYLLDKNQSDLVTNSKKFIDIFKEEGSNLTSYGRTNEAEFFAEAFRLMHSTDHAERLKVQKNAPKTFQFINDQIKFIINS
# PfHsp40 rescue: restores yeast growth despite PfHsp40 toxicity | S. cerevisiae expressing PfHsp40, growth rescue, ATP luminescence | growth rescue, % at 12.5 µM | 340,000 compounds, 0.68% hits | AID 504582; in the data active = growth rescue above about 28%, passing the limit was not always enough; inconclusive = no clear call, values can overlap the other calls;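 note: yeast W303a lacking pdr1 and pdr3 grown in galactose medium; growth measured after three days at 30 °C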
# BoNT-A LC inh2: blocks Botulinum neurotoxin A light chain protease. multiplex microsphere protease substrate cleavage, flow cytometry. inhibition, % at 10 µM. 360,000 compounds, 0.17% hits. AID 588499; note: plate controls were buffer without enzyme for full effect and enzyme alone for no effect
# TcdB GH inh: TcdB glycohydrolase inhibition. P18177. TcdB glycohydrolase enzymatic assay, plate reader. inhibition, % at 9.99 µM. 350,000 compounds, 0.24% hits. AID 652162; in the data active = inhibition above about 10%
# PrPC TRFRET: inhibitors of human cell surface prion protein PrPC | P04156 | TR-FRET read-out | inhibition, % at 13.8 µM | 370,000 compounds, 0.43% hits | AID 720596; in the data active = inhibition above about 24%; note: 0% = median of the test wells and 100% = reference compound wells
# * marks the source's active call; other numbers are inactive results; ? = inconclusive; . = not tested or not shown; & = joins results of further samples. Cut-off read from the data, not from the text of the source, unless noted: active = inhibition above about 30%; inconclusive = no clear call, values can overlap the other calls; inactive = below that.
# The opening three entries as a preview:
SMILES,FadD28 FP inh,Y pestis TopoI,BoNT F protease,CCHF vOTU inh,Anthrax LF inh2,PfHsp40 rescue,BoNT-A LC inh2,TcdB GH inh,PrPC TRFRET
O=c1[nH]cc(NCc2ccccc2)c(=O)[nH]1,0.0,7,-1,0,-10,0.0,-0.1,-0.4,0
COc1ccc(C(=O)C=CNNC(=O)c2ccc(Cl)cc2)cc1,-3.2,1,?,14,-4,-0.1,4.7,0.4,6
COc1cccc(CN(C)C(=O)c2cccc(S(=O)(=O)N3CCN(c4ccc(F)cc4)CC3)c2)c1OC,-0.2,20,?,13,-4,6.7,1.6,0.5,9

# The whole of this part, from the first entry:
SMILES,FadD28 FP inh,Y pestis TopoI,BoNT F protease,CCHF vOTU inh,Anthrax LF inh2,PfHsp40 rescue,BoNT-A LC inh2,TcdB GH inh,PrPC TRFRET
O=c1[nH]cc(NCc2ccccc2)c(=O)[nH]1,0.0,7,-1,0,-10,0.0,-0.1,-0.4,0
COc1ccc(C(=O)C=CNNC(=O)c2ccc(Cl)cc2)cc1,-3.2,1,?,14,-4,-0.1,4.7,0.4,6
COc1cccc(CN(C)C(=O)c2cccc(S(=O)(=O)N3CCN(c4ccc(F)cc4)CC3)c2)c1OC,-0.2,20,?,13,-4,6.7,1.6,0.5,9
CN(C)c1cc2c(cc1NC(=O)c1ccccc1Cl)n(C)c(=O)n2C,-4.2,6,-1,-7,-5,-0.6,1.6,1.1,-5
OCCNC(=S)Nc1ccc2nsnc2c1,-2.9,-12,-6,4,-1,-0.3,-0.7,0.4,-26
Cc1ccc(NC(=O)Nc2sc(=S)n(C)c2C)cc1,11*,-10,7,.,-3,0.0,0.1,.,.
COc1cc(SC)ccc1C(=O)N(C)Cc1ccccc1,-0.2,9,-12,15,0,0.8,-0.1,.,7
Fc1cc2ncn(Cc3ccccc3)c2cc1F,-3.2,1,7,8,-6,0.9,0.0,.,7
NC(=O)/C(=C\c1cccnc1)NC(=O)c1ccccc1,-1.2,0,-3,-6,-3,0.9,-0.5,0.4,6
Cc1cn([C@H]2C[C@H](O)[C@@H](CNS(=O)(=O)c3ccc(NS(=O)(=O)N(C)C)cc3)O2)c(=O)[nH]c1=O,0.5,8,2,-1,-6,.,-0.1,-0.1,-3
COc1ccc2nc(SCC(=O)NC(C)(C)C)[nH]c2c1,-2.0,-7,8,-7,5,-0.2,0.3,.,3
Cc1ccc(S(=O)(=O)N2CCC(C(=O)NCCN3CCCCCC3)CC2)cc1,-0.5,9,-16,-13,-2,-0.9,?,.,6
O=C(NCC1CCCO1)C1CCN(C(=O)c2ccc(Br)cc2)CC1 (stereo not given),-0.6,-1,14,-2,2,1.4,-0.1,-0.2,7
O=C(CN(C(=O)c1csnn1)c1ccccc1)NCc1ccc2c(c1)OCO2,-3.9,2,-9,5,9,0.5,1.5,-0.2,7
Cc1cc(N2CCN(S(=O)(=O)c3ccc(Br)cc3)CC2)n2ncnc2n1,-0.7,9,1,3,-8,-0.2,-0.8,0.6,-3
CC(C)COC(=O)N(C)C[C@@H]1OCc2cnnn2CCCC(=O)N([C@H](C)CO)C[C@H]1C,0.9,-1,-6,-10,-11,.,-0.2,1.2&0.3,4
Fc1ccccc1NC(=S)N1CCOCC1,.,-9,-3,8,0,-0.4,1.7,1.1,6
O=C(N/N=C/c1cccc2cccnc12)[C@H]1C[C@@H]1c1ccccc1,-0.8,14,?,-2,8,-1.1,-2.5,0.3,-3
Cc1oc(-c2cccc3ccccc23)nc1CN1CCC[C@H]1CO,-3.3,4,-1,-12,-5,-0.3,-0.6,-0.9,1
Cc1ccccc1NC(=O)c1ccc2c(c1)C(=O)N(CCC(C)C)C2=O,-4.5,-9,-8,6,1,0.5,0.0,.,-3
COc1ccc(/C=C/C(=O)Oc2ccc(/C=N/NC(=O)COc3c(C)cccc3C)cc2)cc1,-3.9,-6,1,3,1,3.4,-0.1,.,3
O=C(CSc1nc(-c2ccccc2)c(-c2ccccc2)[nH]1)NCCN1C(=O)CSC1=O,0.2,23,-2,0,-4,-1.0,-0.3,.,7
Cc1cc(C)cc(NC(=O)C(c2ccccc2)N2CCN(CC(=O)NC3CC3)CC2)c1 (stereo not given),-4.0,14,-12,24,1,-1.0,-1.6,1.5,-10
COC(CNC(=O)C(=O)Nc1cc2c3c(c1)CC(=O)N3CCC2)OC,-0.7,1,2,9,2,0.1,1.6,1.5,0
CC1(C(=O)NS(=O)(=O)c2cccc(C#N)c2)CCN1C(=O)Cc1ccccc1 (stereo not given),-0.5,10,-7,-4,1,.,-0.5,0.8,-6
Cc1nc(SCC(=O)NCc2ccccc2)c2oc3ccccc3c2n1,1.2,6,?,-8,?,-1.3,?,.,-4
CSc1ncc2[nH]c(C(O)c3ccccc3)nc2n1 (stereo not given),-1.0,-6,0,12,10,-1.7,0.6,-4.1,16
O=C(NCC(=O)c1ccccc1)OCc1ccc([N+](=O)[O-])cc1,-0.6,-1,4,2,14,-0.9,-1.3,1.2,-4
O=C(O)C1CCN(C(=O)CSc2nc3ccccc3c(=O)n2Cc2ccccc2)CC1,-1.5,15,-22,4,0,1.5,-8.2,-7.3,2
O=C(O)c1ccc(-c2nc(-c3ccccc3)cs2)cc1,-1.7,-1,5,-8,1,-0.7,-0.1,-1.5,-1
O=C(CSc1nc2ncc(Br)cc2[nH]1)Nc1ccc2c(c1)OCO2,-1.4,2,5,17,0,1.1,0.7,.,-1
CCc1cc(-c2nnn(CCC3COCCO3)c2CC)ccc1-c1cn(Cc2ccccc2)nn1 (stereo not given),-0.6,0,2,25,-4,.,0.3,0.4,4
CCC(=O)N(CC)c1nc(-c2ccc(OC)cc2)cs1,-0.8,0,-1,2,-3,-0.4,-0.9,.,0
COc1ccccc1NS(=O)(=O)c1cc(NC(=O)c2ccncc2)ccc1N1CCOCC1,-2.9,-1,-7,-14,0,0.4,1.3,.,-4
COC(=O)c1sc(-c2ccc(Cl)cc2)cc1NC(=O)c1ccccc1C(=O)O,-4.0,6,.,5,.,3.4,.,-4.1,9
N#C/C(=C\c1cc2c(cc1Br)OCO2)c1ccc(C(=O)O)cc1,-1.9,-4,20,15,7,-1.5,1.5,-2.7,1
Cc1[nH]n2c(=O)cc(Cc3ccccc3)nc2c1C#N,-0.1,0,-2,-6,2,-0.6,0.9,.,5
c1ccc(-c2cc(-c3cc(-c4ccccc4)on3)no2)cc1,-1.0,13,-1,-16,-6,.,0.3,1.5,1
CCSc1ccc(NC(=O)c2cccnc2)cc1,-2.6,2,-20,8,0,0.0,-0.5,.,7
O=C(c1ccoc1)N1CCC2(CC1)Oc1ccc(F)cc1C(=O)C21CC(c2ccc(Cl)cc2)=NO1 (stereo not given),-1.8,-9,-12,-2,0,0.2,0.4,-1.0,-10
CSc1nc(-c2ccccc2)nc(N2CCN(C)CC2)c1C(C)=O,-1.9,6,1,14,-1,-1.7,-0.6,.,-1
O=C(CCNC(=O)c1ccc(Br)cc1)NCCCN1CCCC1=O,-1.8,-4,-6,-10,1,0.0,0.2,0.4,6
C=CCn1c(SCC(=O)NC2CCCC2)nc2c([nH]c3ccccc32)c1=O,-1.1,-1,5,-3,2,-1.6,1.2,0.5,-1
COc1ccc2c(c1)nc(-c1cccc(Br)c1)c(=O)n2C(c1ccccn1)c1nc2ccccc2[nH]1 (stereo not given),-2.7,.,-2,-18,24,.,30*,1.5,3
CCn1c(SCC(=O)Nc2ccc(OC)c(OC)c2)nnc1-c1ccco1,-4.7,9,?,4,4,0.2,-0.6,1.2,-1
CC(=O)NCCOc1cccc2ccccc12,-1.2,0,-5,-3,-3,0.6,0.1,.,-3
Cc1nccn1CC(=O)N/N=C/c1cc(Br)cs1,-1.1,2,?,4,-20,-1.2,?,0.8,-13
CCCCn1c(=O)[nH]c(=O)c2c1nc(-c1ccc(OC(F)F)c(OC)c1)n2C,0.8,17,3,-1,-2,-1.4,0.7,1.6,-1
COc1ccc(CC(CC(=O)O)C(=O)NCc2ccccc2)cc1 (stereo not given),-0.4,10,-2,0,-7,0.7,-2.1,0.9,0
Cc1ccc(OCC(=O)NC2CCCc3ccccc32)c(C)c1 (stereo not given),-0.4,45,-1,22,0,3.1,-0.1,.,7
CCc1cc(=O)oc2cc(C)cc(OCC(=O)NC(Cc3c[nH]c4ccc(O)cc34)C(=O)O)c12 (stereo not given),0.8,2,-8,-4,-3,0.6,-0.2,-1.6,-6
C[C@@H]1O[C@@H](Oc2c(-c3cc(O)c(O)c(O)c3)oc3cc(O)cc(O)c3c2=O)[C@H](O)[C@H](O)[C@H]1O,1.4,3,-7,13,-4,0.4,-0.8,-6.7,-12
O=C(Cc1ccc2ccccc2c1)Nc1ccccc1Br,2.6,-1,-21,2,-13,-0.9,2.2,-0.7,5
CC1CCCN(C(=O)Cn2cnc3c2c(=O)n(C)c(=O)n3C)C1 (stereo not given),-4.0,-4,10,-3,0,-0.3,0.7,.,4
Cc1ccc(SCC(=O)NCc2ccncc2)cc1,-2.2,-4,-1,-6,-2,0.0,-0.8,0.9,3
O=C(c1cc(S(=O)(=O)N2CCOCC2)c(Cl)cc1Cl)N1CCCCC1CO (stereo not given),-1.3,-1,2,-8,-9,-1.6,0.2,-1.0,4
O=S(=O)(c1ccc(F)cc1)N1CCN(C(=S)NCC2CCCO2)CC1 (stereo not given),-1.0,4,3,0,0,0.5,3.9,2.0,2
COCCNc1nc(Oc2ccc(C(N)=O)cc2)c2sccc2n1,-0.3,-1,2,-1,-2,.,0.3,1.7,0
COc1ccc(CNC(=O)C[C@H]2C[C@H](C(=O)N3CCOCC3)[C@@]3(CCC4CCCC4)c4[nH]c5cc(-c6ccco6)ccc5c4CCN3C2=O)cc1OC,-2.8,34,-5,2,-5,-1.1,0.5,0.3,-2
CCc1[nH]nc(C(=O)N2CCCC(CO)(Cc3ccc(F)cc3F)C2)c1C (stereo not given),-0.2,17,0,4,1,-0.6,0.2,1.8,3
# Additional compounds follow.
SMILES,FadD28 FP inh,Y pestis TopoI,BoNT F protease,CCHF vOTU inh,Anthrax LF inh2,PfHsp40 rescue,BoNT-A LC inh2,TcdB GH inh,PrPC TRFRET
Cn1cnnc1SCC(=O)NNC(=O)COc1ccc(Cl)cc1,-4.0,-6,-3,21,2,-1.6,-0.7,-0.7,5
O=[N+]([O-])c1ccc2cn(C3OC(CO)C(O)C3O)nc2c1 (stereo not given),-2.3,0,-13,-6,-9,.,-0.5,0.2,-24
CC(OC(=O)CNC(=O)COc1ccccc1)C(=O)N(C)Cc1ccccc1 (stereo not given),-3.0,8,-6,4,-6,0.2,0.3,0.9,0
CN(C)CCCNS(=O)(=O)c1ccc(-n2nnc3ccccc32)c([N+](=O)[O-])c1,-1.1,-21,-14,7,-2,-1.3,-0.8,1.5,-46
CCCNC(=O)COc1coc(CN2CCN(c3cccc(Cl)c3)CC2)cc1=O,-0.5,13,2,15,-2,0.6,0.3,0.2,-1
CCc1ccc(-c2cc3c(=O)n(CC(=O)NCCCN4CCN(C)CC4)ncn3n2)cc1,-3.6,-15,-1,-8,-2,23,-0.6,0.4,9
COc1cc(NC(=S)N2CCCC(C)C2)cc(OC)c1OC (stereo not given),-2.9,4,1,2,-1,-0.5,0.2,-0.7,6
O=c1oc2cc(Oc3ccc(C(F)(F)F)cc3[N+](=O)[O-])ccc2c2c1CCC2,-1.6,-5,-10,-7,-2,-1.5,0.1,-1.0,7
Cc1ccccc1OCc1nc(C#N)c(N2CCCC2)o1,-0.6,2,0,-3,-7,-0.1,0.7,0.7,-3
CC1(C)CC(=O)C2=C(C1)N(Cc1ccco1)C(=O)C2(NC(=O)c1cccnc1)C(F)(F)F (stereo not given),-2.9,3,-1,0,-3,0.4,?,.,-1
CCC(C)[C@H](NS(=O)(=O)c1ccc(F)cc1Br)C(=O)OC (stereo not given in full),-3.4,4,-4,4,-1,1.0,-0.7,-0.3,5
Cc1occc(=O)c1O,-0.5,4,-1,-2,-3,-1.1,-0.2,0.7,3
COC(=O)Cn1c(=NC(=O)c2ccc(Cl)s2)sc2cc(C)ccc21,-4.1,0,2,-2,0,-0.3,0.3,.,-1
